Compound activity (PubChem BioAssay)
APEX1 inh – inhibitors of human APE1 endonuclease; P27695; recombinant APE1, TAMRA/BHQ-2 abasic DNA cleavage fluorescence; Potency, µM (titrated, usually from 65.8 µM), without a hit: at the highest dose activity change, negative = inhibition, hits mostly inhibitors; 0.35% of 350,000 active; AID 2517;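 also: plate controls were vehicle for no effect and reference inhibitor for full effect; nearly all actives have a fitted effect of over 55% in size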
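APE1 at 0.75 nM preincubated 15 min at room temperature with compound. Reaction then started with 50 nM double-stranded THF-abasic substrate labelled with TAMRA/BHQ-2, and 525/598 nm fluorescence read kinetically. Activity taken as third-minus-first read difference, normalized to DMSO and NSC13755 controls.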
Pol eta inh – blocks human DNA polymerase eta activity; recombinant Pol eta, fluorescent DNA replication assay; Potency, µM (titrated, usually from 114 µM), for the others: at the top dose activity change, negative = inhibition, actives largely listed as inhibitors; 1.2% of 390,000 active; AID 588591; also: % is scaled to controls: 0 for no effect and ±100 for the full control effect
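Pol eta (10 nM) was preincubated with compounds for 15 min at room temperature, after which fluorescent replication substrate (50 nM final) was added to start the reaction. Fluorescence was read kinetically at 0 and 10 min.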
G9a inh – blocks human histone lysine methyltransferase G9a; Q96KQ7; G9a H3K9 monomethylation, AlphaScreen, 2 h; Potency, µM (series often up to 102 µM), for inactives: at the highest dose activity, negative = inhibition, hits mostly inhibitors; 8.8% of 350,000 active; AID 504332; also: % is scaled to controls: 0 for no effect and ±100 for the full control effect; nearly all actives have a fitted effect of over 75% in size
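Chemiluminescent proximity detection of H3K9 monomethylation, read after 10 min bead incubation in the dark. Reaction: 20 nM G9a, 500 nM biotin-H3K9 peptide, 20 uM SAM cofactor, 2 h, room temperature, following 15 min enzyme-compound preincubation.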
JMJD2A Tudor inh – blocks the human JMJD2A Tudor domain | AlphaScreen JMJD2A-Tudor / H3K4me3 peptide binding | Potency, µM (series often up to 114 µM), without a hit: at the highest dose activity change, negative = inhibition, actives largely listed as inhibitors | 4.4% of 390,000 active | O75164 | AID 504339; also: % is scaled to controls: 0 for no effect and ±100 for the full control effect; nearly all actives have a fitted effect of over 50% in size
Pol kappa inh – blocks human DNA polymerase kappa activity; purified Pol kappa, fluorescent DNA synthesis assay, 10 min; AID 588579; 0.53% of 400,000 active; Potency, µM (titrated, usually from 107 µM), without a hit: top-dose activity, negative = inhibition, usual class: inhibitors; also: % is scaled to controls: 0 for no effect and ±100 for the full control effect
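50 nM final substrate added after 15 min RT preincubation of 10 nM Pol kappa with compound; fluorescence read at 0 and 10 min.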
POLB inh – DNA polymerase beta (human) inhibition. P06746. Pol beta primer extension/strand displacement, fluorescence kinetic. Potency, µM (titrated, usually from 114 µM), without a hit: top-dose activity change, negative = inhibition, usual class: inhibitors. 1.3% of 340,000 active. AID 485314; also: % is scaled to controls: 0 for no effect and ±100 for the full control effect
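Curves were derived by four-parameter Hill fits of normalized qHTS data. The kinetic fluorescent primer-extension read was taken at 0 and 10 min after 50 nM substrate, following a 15 min room-temperature preincubation of 10 nM enzyme with compounds.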
POLI inh – inhibitors of human DNA polymerase iota | Q9UNA4 | Pol iota fluorescent replication assay, 10 min | Potency, µM (titrated, usually from 115 µM), for inactives: at the top dose activity, negative = inhibition, actives largely listed as inhibitors | 1% of 390,000 active
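Pol iota at 10 nM preincubated 15 min with compounds at room temperature; reaction started with fluorescent substrate, 50 nM final. Fluorescence read kinetically at 0 and 10 min; buffer-only wells as negative control.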
BAZ2B inh – BAZ2B (human) inhibition; Q9UIF8; AlphaScreen BAZ2B-H3K14Ac peptide displacement; Potency, µM (doses to about 114 µM), without a hit: at the top dose activity change, negative = inhibition, most hits filed as inhibitors; 4.4% of 360,000 active; also: % is scaled to controls: 0 for no effect and ±100 for the full control effect; nearly all actives have a fitted effect of over 60% in size
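AlphaScreen luminescence quantifies BAZ2B engagement of H3K14Ac peptide; the protein and biotinylated peptide are both at 50 nM final, buffer PBS pH 7.4 with 0.01% Tween-20, all steps at room temperature.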
BLM inh – blocks DNA unwinding by human BLM helicase; P54132; recombinant BLM DNA unwinding, fluorescence dequenching; Potency, µM (titrated, usually from 56.1 µM), without a hit: top-dose activity change, negative = inhibition, hits mostly inhibitors; 0.2% of 350,000 active; AID 2528;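 also: plate controls were vehicle for no effect and no enzyme for full effect; nearly all actives have a fitted effect of over 35% in size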
* = called active by the depositor; u = inconclusive; x = no result given; & = joins results of further samples; [ ] = another dose, or the depositor's remark. Calls follow the shape of the dose curve; as a rule, active = well fitted curve in the direction sought with a large enough effect; inconclusive = small, poorly fitted or top-dose-only effect, or another doubt; inactive = no such curve, though single readings can be large; an effect the other way counts as inactive or inconclusive. Potency is read from the fitted curve at half-maximal effect.

Structure	APEX1 inh	Pol eta inh	G9a inh	JMJD2A Tudor inh	Pol kappa inh	POLB inh	POLI inh	BAZ2B inh	BLM inh
COCCN(C(=O)c1ccco1)c1nnc(-c2ccc(F)cc2)s1	-1%	-5%	u	9%	-3%	0%	66%[activator]	-12%	-2%
Cc1sc2nc(SCC(=O)N(C)c3ccccc3)n(C)c(=O)c2c1C	3%	-3%	x	-18%	-23%	5%	-14%	-17%	0%
COC(=O)c1sccc1Oc1ccc(Cl)cc1N1C(=O)CCC1=O	7%	-7%	x	-12%	-1%	28%	-13%[58.9 µM]	u	-2%
Cc1ccc(NC(=O)c2ccc(OCc3c(C)noc3C)cc2)c(C)c1	-5%	-6%	18%[59 µM]	6%	3%	x	20%	-5%	x
Cc1cc(C(=O)N2CCCC(CCC(=O)N3CCN(c4ccccn4)CC3)C2)c(C)o1 (stereo unspecified)	3%	-6%	-12%	-14%	-4%	-22%	18%	-3%	-4%
CCN(CC)CCCNC(CC(=O)Nc1cccc([N+](=O)[O-])c1)C(=O)O (stereo unspecified)	18%	-9%	u	u	9%	8%	16%	-13%	5%
COc1ccc(-n2ncc3c(SCC(=O)N4CCN(c5ccccc5OC)CC4)ncnc32)cc1	4%	-8%	-11%[59 µM]	-15%	-8%	28%	-2%	-5%	4%
COc1ccc(Cl)cc1-c1n[nH]c(=S)o1	23%	-4%	u	-29%	-14%	13%	-3%	-5%	0%
Cc1nn(-c2ccccc2)c(Cl)c1CN(C(=O)CCl)c1cccc2ccccc12	-4%	u	-6%[59 µM]	-1%	-8%	-1%	0%	-36%	-3%
O=C(O)CCC(=O)NNC(=O)c1cccc(Br)c1	-3%	-4%	24%[59 µM]	-9%	-4%	1%	-2%	12%	-5%
COc1ccc(CC(=O)OCC(=O)NC2CC2)cc1	27%	-16%	-4%[59 µM]	-7%	-9%	x	37%[activator]	-5%	x
COC(=O)c1cc2sc(Cl)cc2n1Cc1nc(-c2ccc(OC)cc2)oc1C	x	-14%	-1%[59 µM]	-5%	10%	20%	31%[activator]	-20%	-5%
CC(=O)Nc1ccc(S(=O)(=O)NCc2ccc(C(=O)NC(C)c3ccccc3)cc2)cc1 (stereo unspecified)	3%	10%	u	-12%	-1%[60.1 µM]	-22%	7%	-24%	2%
CC1(C)Oc2ccc3ccc(=O)oc3c2/C(=C/Nc2cccc(O)c2)C1=O	7%	-19%	45µM*	40µM*	-14%	1%	54%[activator]	u	-14%
COCCNC(=O)C(=O)N/N=C(\C)CC(=O)Nc1cccnc1	6%	3%	-9%	-18%	-10%	19%	165%[activator]	-5%	-4%
CCOc1ccc(NC(=O)Cn2nnc(-c3ccccc3NC(=O)CC)n2)cc1	-3%	-12%	7%[59 µM]	-1%	-13%	-6%	6%	8%	-4%
Cc1cc(C)nc(NC(N)=NC(C)c2ccccc2)n1 (stereo unspecified)	19%	-18%	x	-4%[57.1 µM]	-7%	32%	117%[activator]	7%	-2%
CCCc1nc2oc3c(NCCN(C)C)ncnc3c2c2c1CCCC2	3%	-3%	0%[59 µM]	-19%	-8%	7%	13%	-25%	35%[activator]
COc1ccc(N2CCN(C(=O)C(Cc3ccccc3)NC(=O)c3ccccc3)CC2)cc1 (stereo unspecified)	x	-12%	x	u	-4%	x	22%	x	x
O=C(NCc1ccco1)C1CCN(C(=O)N2CCOc3ccccc32)CC1	x	-10%	2%[59 µM]	-8%	2%	0%	17%	3%	-1%
O=C(COc1ccccc1/C=C\c1nc(O)c([N+](=O)[O-])c(=O)[nH]1)Nc1ccccc1	1%	28µM*	50µM*	-22%	-11%	-3%	u	u	-3%
O=C(NC1CCCC1)C(c1ccccn1)N(Cc1ccccc1F)C(=O)c1csnn1 (stereo unspecified)	55%[activator]	-11%	0%	2%	4%	-18%	80%[activator]	0%	0%
CC(=O)c1c(C)[nH]c(C(=O)COC(=O)c2cc(C)oc2C)c1C	-4%	-10%	16%[12.7 µM]	-32%	-16%	x	u	u	x
Cc1ccc(C(=O)NNC(=O)C2CCN(c3nc(C)cc(C)n3)CC2)cc1	-2%	-4%	10%[0.501 µM]	-4%	-11%	u	19%	8%	-3%
COc1ccc(CCNC(=O)C(=O)Nc2ccc(C)cc2)cc1OC	x	0%	3%[59 µM]	-16%	-18%[60.1 µM]	15%	u	3%	-2%
N#C/C(C(=O)c1ccccc1)=C1/CCCN1	-8%	-12%	-15%	-8%	-13%	4%	29%	-23%	2%
Cc1nc2ccccc2c(=O)n1/N=C/c1c(O)ccc2ccccc12	3%	0%	32µM*	-30%	-7%	2%	u	25µM*	-5%
Cc1ccccc1CN(c1ccc(C(=O)N2CCN(C)CC2)cc1)S(C)(=O)=O	x	-7%	x	-4%	-2%	x	47%[activator]	x	x
Cn1c(COc2ccccc2)nnc1SCC(=O)NCc1ccccc1	1%	-6%	4%[59 µM]	-22%	-5%	-2%	41%[activator]	x	-1%
COc1cccc(C(=O)NCC(=O)OCc2cc(=O)n3c(C)csc3n2)c1	x	-12%	3%[59 µM]	2%	0%	84%[activator]	18%	-4%	1%
COc1ccc(NC(=O)C2CCN(S(=O)(=O)c3c(C)noc3C)CC2)cc1OC	12%	9%	-7%	-12%	-2%	2%	-7%	-4%	-2%
CCOC(=O)C1CCCCN1Cc1cccc(Oc2ccccc2)c1 (stereo unspecified)	-3%	-4%	53%[activator]	65%[activator]	-16%	31%	-20%	63%[activator]	-4%

One compound at a time, as listed above. Order of screens: APEX1 inh	Pol eta inh	G9a inh	JMJD2A Tudor inh	Pol kappa inh	POLB inh	POLI inh	BAZ2B inh	BLM inh
`Cc1nc2ccccc2c(=O)n1/N=C/c1c(O)ccc2ccccc12` as listed: 3%	0%	32µM*	-30%	-7%	2%	u	25µM*	-5%
`CCOC(=O)C1CCCCN1Cc1cccc(Oc2ccccc2)c1` (stereo unspecified) as listed: -3%	-4%	53%[activator]	65%[activator]	-16%	31%	-20%	63%[activator]	-4%
`Cc1ccccc1CN(c1ccc(C(=O)N2CCN(C)CC2)cc1)S(C)(=O)=O` as listed: x	-7%	x	-4%	-2%	x	47%[activator]	x	x
`COc1ccc(CCNC(=O)C(=O)Nc2ccc(C)cc2)cc1OC` as listed: x	0%	3%[59 µM]	-16%	-18%[60.1 µM]	15%	u	3%	-2%

Further compounds follow.
Structure	APEX1 inh	Pol eta inh	G9a inh	JMJD2A Tudor inh	Pol kappa inh	POLB inh	POLI inh	BAZ2B inh	BLM inh
O=[N+]([O-])c1cnccc1NC1CCCCC1	44%	-11%	-25%[2.33 µM]	-15%	-6%	25%	0%	-11%	1%
Cc1cc(C)n(-c2nc3ccccc3[nH]c2=O)n1	-2%	-20%	22%[59 µM]	15%[11.4 µM]	-9%	1%	10%	1%	-4%
COc1ccc(Cl)cc1/C=C/c1ccc2cccc(O)c2n1	18%	-22%	-42%	-24%	-17%	3%	22%	u	-7%
COc1ccc(NC(=O)c2cc(C)cc(C)c2)cc1[N+](=O)[O-]	2%	-10%	-5%	-14%	-7%	71%	-6%	u	-6%
Cn1c(=O)c2c([nH]c(=S)n2Cc2ccc(Cl)cc2)n(C)c1=O	10%	-8%	1.3µM*	5.6µM*	0%	3%	14%	22µM*	1%
CCN(CC(=O)N1CCOCC1)S(=O)(=O)c1ccc2ccccc2c1	1%	-11%	x	-14%	-15%	13%	7%	5%	2%
CO/N=C/NC(=O)c1c(OC)ccnc1Oc1ccc(Cl)cc1	7%	-3%	-37%[59 µM]	-12%	-25%	45%	5%	11%	0%
CC(C)N1CCN(Cc2cn[nH]c2C2CCCCC2)CC1CCO (stereo unspecified)	15%	-18%	x	-15%	-13%	6%	40%	3%	-8%
CCOC(=O)C1(S(=O)(=O)c2ccccc2)CCN(Cc2ccc(Cl)cc2)CC1	-10%	-23%	13%[59 µM]	-17%	-5%	6%	1%	-6%	-11%
O=C(COC(=O)c1cccc([N+](=O)[O-])c1)NNC(=O)c1cccs1	21%	-13%	29%[12.7 µM]	8%	-9%	x	6%	-5%	x
CCOC(=O)c1c(-c2cccc([N+](=O)[O-])c2)csc1NC(=O)CCCOc1ccccc1OC	-4%	1%	u	-35%	-4%	9%	-1%	-1%	-7%
c1cncc(-c2csc(NCc3ccco3)n2)c1	3%	4%	13%[12.7 µM]	u	-8%	1%	4%	-38%	-1%
O=C(NNC(=S)NC(=O)c1ccccc1)c1cccc([N+](=O)[O-])c1	21%	1%	28µM*	-29%	-2%	10%	63%[activator]	-1%	-4%
CCOC(=O)[C@H]1[C@H]2COc3ccc(Cl)cc3[C@@H]2N2C(=O)CN(Cc3ccc(F)cc3)C(=O)[C@@]12C	4%	-22%	12%[2.33 µM]	-26%	-14%	x	29%	-1%	x
O=c1c2ccccc2nc2n1CCc1c-2[nH]c2ccccc12	13%&-3%&-1%	-15%	0%[59 µM]	-12%	8%[60.1 µM]	u	u	11%	-7%
O=C(Nc1cccc(C(F)(F)F)c1)N1CCN(C(=O)Nc2cccc(C(F)(F)F)c2)CC1	-3%	-2%	9%[59 µM]	-2%	9%	27%	11%	-5%	-5%
CCN1C(=O)C2(C(C#N)=C(N)Oc3n[nH]c(C(C)C)c32)c2ccccc21 (stereo unspecified)	2%	4%	-9%[12.7 µM]	-8%	-3%	-1%	12%	4%	-2%
Nc1nc(CSc2nc3ccccc3s2)nc(N2CCOCC2)n1	-2%	-3%	12%	-8%	-4%	0%	59%[activator]	-22%	-3%
O=C(CCCN1C(=O)/C(=C/c2ccccc2)SC1=S)Nc1cccc(O)c1	u	-16%	u	u	2%	26%	-8%	u	-14%
COC(=O)CCCC(=O)Nc1ccc(Cl)c(Cl)c1	6%	-8%	17%[59 µM]	-11%	5%	-7%	-9%	6%	2%
Cc1ccc(C)c(CN2C(=O)c3ccccc3S(=O)(=O)c3ccc(C(=O)N4CCOCC4)cc32)c1	x	x	11%[59 µM]	-21%	-14%	-1%	47%[activator]	6%	4%
CCOC(=O)CSC1=NC(=O)CS1	-3%	5%	u	-14%	-14%	1%	u	u	-4%
Cc1ccccc1OCc1nnc(SCC(=O)O)n1-c1cccc(Cl)c1	17%	-4%	9%	-11%	-14%	31%	-11%	-6%	-3%

The list is partial, so the mix of outcomes need not match the whole.
